Screens as filed in PubChem.
NSD2 inh – blocks human NSD2 histone methyltransferase activity; O96028; NSD2-SET H3K36me1 DELFIA fluorescence, biochemical; inhibition, % at 12.5 µM; actives 0.07% (n = 44,000); in the data active means inhibition above about 54%, passing the limit was not always enough; inconclusive means no clear call, values can overlap the other calls;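 further: inhibitors reduce the monomethyl H3K36 fluorescence signal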
Target sequence (O96028 whole entry, looked up): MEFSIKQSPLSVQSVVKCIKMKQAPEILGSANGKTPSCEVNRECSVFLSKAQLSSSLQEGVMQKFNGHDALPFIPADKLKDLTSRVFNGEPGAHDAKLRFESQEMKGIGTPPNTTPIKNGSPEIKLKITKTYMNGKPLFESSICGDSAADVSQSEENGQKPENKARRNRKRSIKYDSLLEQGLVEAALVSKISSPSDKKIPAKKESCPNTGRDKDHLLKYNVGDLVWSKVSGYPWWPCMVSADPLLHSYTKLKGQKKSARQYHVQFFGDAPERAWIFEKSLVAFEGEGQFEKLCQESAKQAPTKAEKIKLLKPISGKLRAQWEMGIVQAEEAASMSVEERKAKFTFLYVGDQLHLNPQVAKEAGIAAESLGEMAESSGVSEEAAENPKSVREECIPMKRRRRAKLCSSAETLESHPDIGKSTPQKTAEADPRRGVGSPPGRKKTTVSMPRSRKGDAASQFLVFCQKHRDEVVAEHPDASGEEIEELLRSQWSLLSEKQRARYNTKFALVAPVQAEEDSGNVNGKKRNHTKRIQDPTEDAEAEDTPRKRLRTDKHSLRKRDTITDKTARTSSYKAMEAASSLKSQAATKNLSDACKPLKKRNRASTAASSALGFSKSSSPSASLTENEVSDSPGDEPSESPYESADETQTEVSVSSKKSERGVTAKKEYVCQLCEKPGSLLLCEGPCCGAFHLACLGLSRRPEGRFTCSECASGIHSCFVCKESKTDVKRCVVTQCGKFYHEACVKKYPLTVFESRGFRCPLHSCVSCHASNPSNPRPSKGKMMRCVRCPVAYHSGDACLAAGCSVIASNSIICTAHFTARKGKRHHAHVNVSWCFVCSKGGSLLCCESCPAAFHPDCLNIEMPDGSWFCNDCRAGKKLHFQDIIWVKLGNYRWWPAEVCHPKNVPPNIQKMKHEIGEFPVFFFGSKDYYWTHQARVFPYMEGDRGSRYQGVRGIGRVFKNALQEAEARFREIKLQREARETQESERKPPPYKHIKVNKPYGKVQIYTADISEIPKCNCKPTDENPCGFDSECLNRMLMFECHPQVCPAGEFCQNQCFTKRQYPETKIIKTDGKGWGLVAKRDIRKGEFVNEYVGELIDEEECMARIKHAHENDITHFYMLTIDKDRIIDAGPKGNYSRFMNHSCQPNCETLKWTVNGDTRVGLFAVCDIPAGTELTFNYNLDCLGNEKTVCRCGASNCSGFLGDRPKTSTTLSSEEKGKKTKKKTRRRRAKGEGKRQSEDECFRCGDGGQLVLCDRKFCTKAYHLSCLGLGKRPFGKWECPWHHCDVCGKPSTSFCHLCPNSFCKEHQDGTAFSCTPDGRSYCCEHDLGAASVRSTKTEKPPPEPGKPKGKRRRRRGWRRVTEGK
Active calls of the source: *; u = inconclusive. A portion of the library (hit frequency here may not be typical).

No. | NSD2 inh | canonical_smiles
1 | 12.1 | Cc1ccc(S(=O)(=O)N(C)C[C@@H]2Oc3ccc(NC(=O)NC4CCCCC4)cc3CC(=O)N([C@@H](C)CO)C[C@@H]2C)cc1
2 | 1.3 | C[C@@H]1CN([C@@H](C)CO)C(=O)c2cccc(NS(C)(=O)=O)c2O[C@@H]1CN(C)Cc1ccc(Oc2ccccc2)cc1
3 | 3.9 | C[C@@H]1CN([C@@H](C)CO)C(=O)c2cc(NC(=O)NC3CCCCC3)ccc2O[C@@H]1CN(C)C
4 | -1.5 | COc1cccc(S(=O)(=O)Nc2ccc3c(c2)[C@@H]2C[C@H](CC(=O)NC4CCCCC4)O[C@H](CO)[C@@H]2O3)c1
5 | -5.1 | C[C@H](CO)N1C[C@H](C)[C@H](CN(C)C(=O)C2CCOCC2)Oc2ncc(-c3cccnc3)cc2C1=O
6 | 2.8 | C[C@H](CO)N1C[C@H](C)[C@@H](CN(C)C(=O)c2cccnc2)Oc2ncc(-c3ccccc3)cc2C1=O
7 | -3.8 | C[C@H](CO)N1C[C@H](C)[C@@H](CN(C)C(=O)Nc2ccc(C(F)(F)F)cc2)Oc2ccc(N(C)C)cc2CC1=O
8 | 1.0 | Cc1cc(COc2ccccc2OCc2cc(C)no2)on1
9 | 1.3 | C[C@@H]1CN([C@@H](C)CO)C(=O)CCCn2cc(nn2)CO[C@H]1CN(C)Cc1ccc2c(c1)OCCO2
10 | -1.0 | C[C@@H]1CCCCO[C@H](CN(C)C(=O)Cc2ccccc2)[C@H](C)CN([C@@H](C)CO)C(=O)c2cc(NC(=O)c3ccncc3)ccc2O1
11 | -2.8 | COc1ccc([C@@]2(O)c3c(ccc(CC=C(C)C)c3O)NC(=O)[C@@H]2OC)cc1
12 | 3.4 | C[C@@H]1CN([C@@H](C)CO)S(=O)(=O)c2ccc(-c3cncnc3)cc2O[C@H]1CN(C)C(=O)Cc1cccnc1

Entries 7 through 8 of the list above:
No. | NSD2 inh | canonical_smiles
7 | -3.8 | C[C@H](CO)N1C[C@H](C)[C@@H](CN(C)C(=O)Nc2ccc(C(F)(F)F)cc2)Oc2ccc(N(C)C)cc2CC1=O
8 | 1.0 | Cc1cc(COc2ccccc2OCc2cc(C)no2)on1

Further records follow.
No. | NSD2 inh | canonical_smiles
13 | -0.8 | COc1cc(C2OCC3C(c4cc(OC)c(OC)c(OC)c4)OCC23)cc(OC)c1OC (stereo not drawn)
14 | -9.7 | CCC(=O)N(C)C[C@@H]1Oc2ncc(C#Cc3ccccc3OC)cc2C(=O)N([C@H](C)CO)C[C@H]1C
15 | 0.9 | C[C@H](CO)N1C[C@H](C)[C@@H](CN(C)C)Oc2ncc(-c3cccc(C#N)c3)cc2C1=O
16 | 2.7 | C[C@@H]1CN([C@H](C)CO)S(=O)(=O)c2ccc(C#CC3CC3)cc2O[C@@H]1CN(C)C(=O)c1ccncc1
17 | 1.9 | C[C@@H]1CN([C@@H](C)CO)C(=O)c2cc(NS(=O)(=O)c3cccs3)ccc2O[C@@H]1CN(C)Cc1ccccc1
18 | -6.0 | C[C@H]1CN([C@@H](C)CO)C(=O)c2cc(NS(=O)(=O)c3ccc(F)cc3)ccc2O[C@H]1CN(C)S(=O)(=O)c1ccc(F)cc1
19 | 0.0 | C[C@H]1CN([C@@H](C)CO)C(=O)c2cc(Br)cnc2O[C@@H]1CN(C)C(=O)c1ccccc1F
20 | -2.2 | C[C@@H]1CCCCO[C@@H](CN(C)Cc2ccc(C(F)(F)F)cc2)[C@H](C)CN([C@H](C)CO)C(=O)c2cc(NC(=O)Nc3cccc4ccccc34)ccc2O1
21 | 1.0 | C[C@H]1CN([C@@H](C)CO)C(=O)c2cccc(N(C)C)c2O[C@@H]1CN(C)C(=O)NC1CCCCC1
22 | 3.4 | C[C@H]1CN([C@@H](C)CO)C(=O)c2cc(C3=CCCCC3)cnc2O[C@H]1CN(C)Cc1ccncc1
23 | -3.1 | CC(C)NC(=O)Nc1cccc2c1O[C@@H](CN(C)Cc1ccc(C(=O)Nc3ccccc3N)cc1)[C@@H](C)CN([C@@H](C)CO)C2=O
24 | 2.6 | COc1ccc(CN(C)C[C@@H]2OCCCC[C@H](C)Oc3ccc(NS(C)(=O)=O)cc3C(=O)N([C@H](C)CO)C[C@H]2C)cc1
25 | -5.0 | C[C@@H]1CN([C@H](C)CO)C(=O)c2cc(NS(=O)(=O)c3ccc(Cl)cc3)ccc2O[C@@H](C)CCCCO[C@@H]1CN(C)S(=O)(=O)c1ccccc1
26 | u | CC(C)NC(=O)Nc1ccc2c(c1)C(=O)N([C@@H](C)CO)C[C@@H](C)[C@H](CN(C)C)OCCCC[C@H](C)O2
27 | -0.2 | C[C@@H]1CN([C@@H](C)CO)C(=O)c2cc(NC(=O)Nc3ccc4c(c3)OCO4)ccc2O[C@@H]1CN(C)C
28 | -3.9 | CCC(=O)N(C)C[C@H]1Oc2cc(-c3ccc(F)cc3)ccc2S(=O)(=O)N([C@@H](C)CO)C[C@@H]1C
29 | 2.2 | COCC#Cc1cnc2c(c1)C(=O)N([C@H](C)CO)C[C@@H](C)[C@@H](CN(C)C(C)=O)O2
30 | -10.1 | Cc1ccc(S(=O)(=O)Nc2ccc3c(c2)C(=O)N([C@@H](C)CO)C[C@H](C)[C@@H](CN(C)Cc2ccc(C(F)(F)F)cc2)O3)cc1
31 | -2.6 | Cc1noc(C)c1S(=O)(=O)N(C)C[C@H]1OCCCC[C@@H](C)Oc2ccc(NC(=O)Nc3ccc(F)cc3)cc2C(=O)N([C@@H](C)CO)C[C@H]1C
32 | 2.5 | COc1ccc(S(=O)(=O)Nc2ccc3c(c2)C(=O)N([C@@H](C)CO)C[C@H](C)[C@H](CN(C)C(=O)Nc2ccc(F)cc2)O3)cc1
33 | -0.7 | C[C@@H]1CN([C@H](C)CO)C(=O)Cc2cc(NC(=O)Nc3ccc4c(c3)OCO4)ccc2O[C@H]1CN(C)Cc1ccc(C(=O)Nc2ccccc2N)cc1
34 | -5.5 | C[C@@H]1CCCCO[C@H](CN(C)C(=O)Nc2ccc3c(c2)OCO3)[C@H](C)CN([C@@H](C)CO)C(=O)c2cc(NS(=O)(=O)c3ccc(F)cc3)ccc2O1
35 | u | CCCC#Cc1ccc2c(c1)O[C@@H](CN(C)C(=O)CC1CC1)[C@H](C)CN([C@@H](C)CO)S2(=O)=O
36 | 4.5 | C[C@H]1CN([C@@H](C)CO)C(=O)c2cc(NC(=O)Cn3cnnn3)ccc2O[C@@H]1CN(C)Cc1ccccc1
37 | -2.9 | C[C@@H]1CN([C@H](C)CO)S(=O)(=O)c2ccc(-c3ccc(C#N)cc3)cc2O[C@@H]1CN(C)Cc1ccccn1
38 | -8.2 | Cc1noc(C)c1S(=O)(=O)Nc1ccc2c(c1)CC(=O)N([C@@H](C)CO)C[C@@H](C)[C@@H](CN(C)Cc1ccccc1)O2
39 | -6.4 | COc1ccc(S(=O)(=O)Nc2ccc3c(c2)CC(=O)N([C@@H](C)CO)C[C@H](C)[C@@H](CN(C)S(=O)(=O)c2ccc(C)cc2)O3)cc1
40 | -2.9 | C[C@@H]1CN([C@H](C)CO)S(=O)(=O)c2ccc(-c3cccnc3)cc2O[C@@H]1CN(C)C(=O)CC1CC1
41 | 8.6 | C[C@@H]1CCCCO[C@@H](CN(C)S(=O)(=O)c2cccs2)[C@H](C)CN([C@H](C)CO)C(=O)c2cc(NC(=O)C3CCCCC3)ccc2O1
42 | 0.5 | C/C=C1/[C@H](O[C@@H]2O[C@H](CO)[C@@H](O)[C@H](O)[C@H]2O)OC=C2C(=O)O[C@@H]3C[C@@H](C(C)CO)[C@H](COC(=O)C[C@H]21)[C@H]3C (stereo partly drawn)
43 | 0.2 | CNC[C@H]1Oc2ccc(NC(=O)Nc3cccc4ccccc34)cc2CC(=O)N([C@H](C)CO)C[C@@H]1C
44 | 0.4 | CNC[C@@H]1OCCCC[C@@H](C)Oc2ccc(N(C)C)cc2C(=O)N([C@H](C)CO)C[C@@H]1C
45 | 1.4 | C[C@@H](NC(=O)C[C@@H]1C=C[C@H](NC(=O)Cc2ccccn2)[C@@H](CO)O1)c1ccccc1
46 | 6.3 | CC(C)C#Cc1cnc2c(c1)C(=O)N([C@@H](C)CO)C[C@@H](C)[C@H](CN(C)C(=O)c1cccnc1)O2
47 | -3.4 | CC(C)CC#Cc1ccc2c(c1)O[C@@H](CN(C)S(=O)(=O)c1cccc(F)c1)[C@H](C)CN([C@H](C)CO)S2(=O)=O
48 | 3.9 | C[C@@H]1CN([C@H](C)CO)C(=O)c2cccc(NC(=O)C3CCOCC3)c2O[C@H]1CN(C)Cc1ccc(C(=O)Nc2ccccc2N)cc1
49 | -2.2 | CCCNC(=O)N(C)C[C@H]1Oc2cc(-c3ccc(C)cc3)ccc2S(=O)(=O)N([C@H](C)CO)C[C@@H]1C
50 | 0.1 | Cc1ccc(S(=O)(=O)Nc2cccc3c2O[C@@H](CN(C)CC2CCCCC2)[C@@H](C)CN([C@@H](C)CO)C3=O)cc1
51 | -4.0 | C[C@H]1CN([C@@H](C)CO)C(=O)c2cccc(NC(=O)c3nc4ccccc4s3)c2O[C@H]1CN(C)C(=O)Nc1ccccc1
52 | 4.7 | CN(C)C(=O)C[C@H]1C[C@H]2c3cc(NC(=O)C4CCC4)ccc3O[C@H]2[C@@H](CO)O1
53 | 13.8 | Cc1ccc(S(=O)(=O)N(C)C[C@@H]2Oc3ccc(NS(C)(=O)=O)cc3C(=O)N([C@@H](C)CO)C[C@@H]2C)cc1
54 | 35.5 | S=C(NCCCc1cnc[nH]1)NCCCN(Cc1ccc(Cl)c(Cl)c1)c1ccc(Br)cn1
55 | 0.6 | Cc1nc2c(c(=O)[nH]1)CSCC2
56 | -3.6 | Cc1ccccc1S(=O)(=O)N(C)C[C@H]1OCc2ccccc2-c2c(n(C)c3ccccc23)C(=O)N([C@H](C)CO)C[C@H]1C
57 | 7.9 | C[C@@H]1CN([C@H](C)CO)S(=O)(=O)c2ccc(C#Cc3ccccc3)cc2O[C@@H]1CN(C)C(=O)c1ccccn1
58 | 3.8 | C[C@@H]1CN([C@H](C)CO)C(=O)Cc2cc(NS(=O)(=O)c3ccccc3)ccc2O[C@@H]1CN(C)Cc1ccccc1
59 | -0.1 | C[C@H]1CN([C@@H](C)CO)C(=O)Cc2cc(NC(=O)c3ccncc3)ccc2O[C@H]1CN(C)Cc1ccc2c(c1)OCO2
60 | 2.8 | CC(C)(O)/C=C/C1=CC(O)C(C)(O)CC1O (stereo not drawn)

Entries listed so far with a Cl atom:
No. | NSD2 inh | canonical_smiles
25 | -5.0 | C[C@@H]1CN([C@H](C)CO)C(=O)c2cc(NS(=O)(=O)c3ccc(Cl)cc3)ccc2O[C@@H](C)CCCCO[C@@H]1CN(C)S(=O)(=O)c1ccccc1
54 | 35.5 | S=C(NCCCc1cnc[nH]1)NCCCN(Cc1ccc(Cl)c(Cl)c1)c1ccc(Br)cn1

The main list resumes with the 3 entries that preceded the break.
No. | NSD2 inh | canonical_smiles
58 | 3.8 | C[C@@H]1CN([C@H](C)CO)C(=O)Cc2cc(NS(=O)(=O)c3ccccc3)ccc2O[C@@H]1CN(C)Cc1ccccc1
59 | -0.1 | C[C@H]1CN([C@@H](C)CO)C(=O)Cc2cc(NC(=O)c3ccncc3)ccc2O[C@H]1CN(C)Cc1ccc2c(c1)OCO2
60 | 2.8 | CC(C)(O)/C=C/C1=CC(O)C(C)(O)CC1O (stereo not drawn)
61 | 5.5 | COc1cc(O[C@@H]2O[C@H](CO[C@H]3OC[C@](O)(COC(=O)c4ccc(O)c(OC)c4)[C@H]3O)[C@@H](O)[C@H](O)[C@H]2O)ccc1O
62 | 4.2 | COc1ccc(S(=O)(=O)N(C)C[C@H]2Oc3cc(C4=CCCC4)ccc3S(=O)(=O)N([C@@H](C)CO)C[C@@H]2C)cc1
63 | 3.1 | C[C@H]1CCCCO[C@H](CN(C)CC2CCCCC2)[C@@H](C)CN([C@@H](C)CO)C(=O)c2cc(NS(=O)(=O)c3ccccc3)ccc2O1
64 | -2.6 | CCCNC(=O)N(C)C[C@H]1Oc2cc(-c3ccccc3)ccc2S(=O)(=O)N([C@@H](C)CO)C[C@H]1C
65 | 6.6 | C[C@H](CO)N1C[C@H](C)[C@@H](CN(C)S(=O)(=O)c2cccs2)OCc2ccccc2-c2ccccc2C1=O
66 | -1.8 | Cc1noc(C)c1S(=O)(=O)Nc1ccc2c(c1)CC(=O)N([C@H](C)CO)C[C@H](C)[C@@H](CN(C)C(=O)NC(C)C)O2
67 | 2.7 | C[C@@H]1CN([C@@H](C)CO)C(=O)c2cc(C3=CCCCC3)cnc2O[C@H]1CN(C)Cc1ccccc1F
68 | 2.3 | C[C@@H]1CN([C@@H](C)CO)C(=O)c2cc(NC(=O)CCN3CCOCC3)ccc2O[C@@H]1CN(C)S(=O)(=O)c1ccc(Cl)cc1
69 | -1.5 | COc1ccc(S(=O)(=O)Nc2ccc3c(c2)CC(=O)N([C@@H](C)CO)C[C@H](C)[C@@H](CN(C)CC2CC2)O3)cc1
70 | 7.3 | C[C@H]1CN([C@@H](C)CO)C(=O)c2cccc(NS(=O)(=O)c3cccs3)c2O[C@@H]1CN(C)C(=O)Nc1ccccc1
71 | 2.5 | CNC[C@@H]1OCCCC[C@@H](C)Oc2ccc(N)cc2C(=O)N([C@@H](C)CO)C[C@H]1C
72 | 1.3 | C[C@H]1CN([C@@H](C)CO)C(=O)c2cc(Br)cnc2O[C@@H]1CN(C)C(=O)NC1CCCC1
73 | -5.0 | C[C@@H](NC(=O)C[C@@H]1C[C@@H]2c3cc(NS(C)(=O)=O)ccc3O[C@@H]2[C@@H](CO)O1)c1ccccc1
74 | 11.9 | C[C@@H]1CCCCO[C@@H](CN(C)Cc2ccc(C(=O)Nc3ccccc3N)cc2)[C@@H](C)CN([C@H](C)CO)C(=O)c2cc(NS(=O)(=O)c3ccccc3)ccc2O1
75 | 4.8 | Cc1noc(C)c1NC(=O)Nc1cccc2c1O[C@H](CN(C)C)[C@@H](C)CN([C@@H](C)CO)C2=O
76 | 6.8 | C[C@H](CO)N1C[C@H](C)[C@@H](CN(C)C(=O)Nc2ccc(F)cc2)Oc2c(NS(=O)(=O)c3ccccc3)cccc2C1=O
77 | -9.8 | C=CCOC(=O)C(=O)/C=C/c1coc2ccccc2c1=O
78 | 1.4 | c1ncc(CCCC2CCNCC2)[nH]1
